BH1578 lux ind: quorum light induction in luxS cqsA deficient V. cholerae; V. cholerae BH1578 lux reporter, luminescence, 6 h; activation, % at 18.7 µM; 350,000 compounds, 0.16% hits; AID 588436; in the data active = activation mostly above about 9.7%, no sharp cut-off; inconclusive = no clear call, values can overlap the other calls; inactive = mostly below about 3.7%; note: not every result past the cut was called active; inactives centre near 0; reference of the scale not given here
Yp Topo-I inh: blocks Yersinia pestis topoisomerase I activity. Y. pestis Topo-I cleavage product accumulation, plate reader. activity, % at 10 µM. 360,000 compounds, 0.064% hits; in the data active = activity above about 50%, passing the limit was not always enough; inconclusive = no clear call, values can overlap the other calls; note: inactives centre near 2
PriA SSB inh: K. pneumoniae PriA-SSBct interaction inhibition. AlphaScreen SSBct-PriA binding, biotinylated peptide. inhibition, % at 33 µM. 430,000 compounds, 0.6% hits; in the data active = inhibition mostly above about 37%, no sharp cut-off; inactive = mostly below about 20%;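 note: plate controls were negative control peptide for no effect and reference peptide for full effect; strong numbers were not always called active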
PfHsp40 rescue: compounds rescuing yeast from Plasmodium falciparum HSP40 toxicity; S. cerevisiae expressing PfHsp40, growth rescue, ATP luminescence; AID 504582; growth rescue, % at 12.5 µM; 340,000 compounds, 0.68% hits; in the data active = growth rescue above about 28%, passing the limit was not always enough; inconclusive = no clear call, values can overlap the other calls;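 note: yeast W303a lacking pdr1 and pdr3 grown in galactose medium; growth measured after three days at 30 °C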
3CLpro inhibitor: SARS-CoV 3CLpro protease inhibition. recombinant SARS-CoV 3CLpro, quenched FRET peptide cleavage. inhibition, % at 6 µM. 290,000 compounds, 0.14% hits. AID 1706; in the data active = inhibition above about 12%
PrPC TRFRET: reduces human prion protein on the cell surface; inhibition, % at 13.8 µM; 370,000 compounds, 0.43% hits; cell surface PrPC, TR-FRET read-out; P04156; in the data active = inhibition above about 24%; note: 0% = median of the test wells and 100% = reference compound wells
BoNT-A LC inh2: BoNT A light chain protease inhibition. multiplex microsphere protease substrate cleavage, flow cytometry. inhibition, % at 10 µM. 360,000 compounds, 0.17% hits. AID 588499; note: plate controls were buffer without enzyme for full effect and enzyme alone for no effect
TcdB inh: TcdB glycohydrolase inhibition; P18177; TcdB glycohydrolase enzymatic assay, plate reader; inhibition, % at 9.99 µM; 350,000 compounds, 0.24% hits; AID 652162; in the data active = inhibition above about 10%
Target sequence (P18177 whole entry, looked up): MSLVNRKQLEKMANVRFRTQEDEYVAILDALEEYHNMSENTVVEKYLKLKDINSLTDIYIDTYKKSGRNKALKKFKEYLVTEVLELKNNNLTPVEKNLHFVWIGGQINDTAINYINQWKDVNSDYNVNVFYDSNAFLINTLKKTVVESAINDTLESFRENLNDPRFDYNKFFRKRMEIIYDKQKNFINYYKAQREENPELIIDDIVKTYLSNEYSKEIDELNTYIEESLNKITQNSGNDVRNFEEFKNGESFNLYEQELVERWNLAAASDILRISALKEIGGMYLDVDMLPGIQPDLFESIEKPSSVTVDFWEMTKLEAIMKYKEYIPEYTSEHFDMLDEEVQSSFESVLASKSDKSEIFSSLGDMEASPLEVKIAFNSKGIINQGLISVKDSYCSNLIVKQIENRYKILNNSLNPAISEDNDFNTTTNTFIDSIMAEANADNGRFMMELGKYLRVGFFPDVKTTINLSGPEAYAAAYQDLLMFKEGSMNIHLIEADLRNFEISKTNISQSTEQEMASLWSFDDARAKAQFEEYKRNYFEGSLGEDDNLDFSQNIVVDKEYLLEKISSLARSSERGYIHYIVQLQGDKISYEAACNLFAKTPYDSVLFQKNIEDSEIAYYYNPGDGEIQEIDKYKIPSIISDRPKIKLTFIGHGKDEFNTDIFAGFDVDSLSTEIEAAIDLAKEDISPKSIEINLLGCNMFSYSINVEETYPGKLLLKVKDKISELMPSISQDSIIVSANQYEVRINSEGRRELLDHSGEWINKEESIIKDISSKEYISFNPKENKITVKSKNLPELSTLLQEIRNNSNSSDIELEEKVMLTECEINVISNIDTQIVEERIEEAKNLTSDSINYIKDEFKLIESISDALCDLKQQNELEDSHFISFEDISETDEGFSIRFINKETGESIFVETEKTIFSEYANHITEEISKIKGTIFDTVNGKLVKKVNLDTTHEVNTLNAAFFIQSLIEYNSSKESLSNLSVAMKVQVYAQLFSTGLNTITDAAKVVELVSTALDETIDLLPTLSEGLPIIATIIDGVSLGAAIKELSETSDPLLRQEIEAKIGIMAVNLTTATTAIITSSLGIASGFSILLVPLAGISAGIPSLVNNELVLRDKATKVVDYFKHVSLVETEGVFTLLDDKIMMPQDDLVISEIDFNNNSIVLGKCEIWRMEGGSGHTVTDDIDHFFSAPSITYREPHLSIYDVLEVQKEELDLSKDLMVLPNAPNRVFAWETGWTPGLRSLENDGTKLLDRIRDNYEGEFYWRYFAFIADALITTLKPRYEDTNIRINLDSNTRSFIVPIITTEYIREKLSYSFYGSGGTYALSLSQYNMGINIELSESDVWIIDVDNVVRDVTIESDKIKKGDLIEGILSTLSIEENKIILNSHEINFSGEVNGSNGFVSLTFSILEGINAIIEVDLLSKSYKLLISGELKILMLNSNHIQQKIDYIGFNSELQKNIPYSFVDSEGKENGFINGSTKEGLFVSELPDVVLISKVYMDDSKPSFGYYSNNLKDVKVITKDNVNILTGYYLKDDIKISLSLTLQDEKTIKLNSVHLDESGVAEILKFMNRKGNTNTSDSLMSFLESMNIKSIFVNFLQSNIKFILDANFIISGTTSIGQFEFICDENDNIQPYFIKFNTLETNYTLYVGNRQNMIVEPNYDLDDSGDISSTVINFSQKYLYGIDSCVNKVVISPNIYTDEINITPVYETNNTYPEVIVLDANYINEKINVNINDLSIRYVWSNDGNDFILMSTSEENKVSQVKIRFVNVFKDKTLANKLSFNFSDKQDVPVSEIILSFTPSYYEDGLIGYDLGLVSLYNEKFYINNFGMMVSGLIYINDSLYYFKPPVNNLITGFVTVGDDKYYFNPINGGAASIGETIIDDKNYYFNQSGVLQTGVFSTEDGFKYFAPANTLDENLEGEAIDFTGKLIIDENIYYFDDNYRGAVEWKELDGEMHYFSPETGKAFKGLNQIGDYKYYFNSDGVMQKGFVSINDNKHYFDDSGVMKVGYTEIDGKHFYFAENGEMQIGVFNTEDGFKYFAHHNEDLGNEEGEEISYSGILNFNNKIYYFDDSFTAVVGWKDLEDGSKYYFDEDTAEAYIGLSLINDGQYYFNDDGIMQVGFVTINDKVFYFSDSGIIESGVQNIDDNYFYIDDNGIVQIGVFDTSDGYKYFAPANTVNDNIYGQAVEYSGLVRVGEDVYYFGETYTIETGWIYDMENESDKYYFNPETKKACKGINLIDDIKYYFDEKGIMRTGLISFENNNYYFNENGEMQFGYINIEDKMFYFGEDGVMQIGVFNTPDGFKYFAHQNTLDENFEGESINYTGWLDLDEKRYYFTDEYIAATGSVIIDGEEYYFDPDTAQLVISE
Anthrax LF prot: anthrax lethal factor protease inhibition; 360,000 compounds, 0.12% hits; multiplex microsphere protease cleavage assay, LF; P15917; inhibition, % at 10 µM; note: plate controls were buffer without enzyme for full effect and enzyme alone for no effect
Starred values were filed as active, the others as inactive; i = inactive; ? = inconclusive; nt = no result given; & = joins results of further samples. Cut-off read from the data, not from the text of the source, unless noted: active = inhibition above about 30%; inconclusive = no clear call, values can overlap the other calls; inactive = below that. Some of the compounds tested, so the mix of outcomes need not match the whole.

SMILES | BH1578 lux ind | Yp Topo-I inh | PriA SSB inh | PfHsp40 rescue | 3CLpro inhibitor | PrPC TRFRET | BoNT-A LC inh2 | TcdB inh | Anthrax LF prot
COc1ccc(C(C)=O)cc1CS(=O)(=O)CC(=O)NCCc1c[nH]c2ccccc12 | -0.6 | -7 | -3 | -0.2 | nt | 6 | 1.2 | -0.1 | -8
Cc1cc(/C=C(/C#N)c2nc3ccccc3[nH]2)c(C)n1-c1ccccc1C(=O)O | -0.3 | 1 | 6 | 0.2 | 2 | -7 | -0.7 | -1.7 | -2
CCCCCc1cc(=O)oc2c(C(CCN3CCN(c4ccccc4)CC3)c3ccc4c(c3)OCO4)c(OC)cc(OC)c12 (stereo unspecified) | 0.7 | 5 | 7 | 1.9 | nt | -5 | -0.6 | -0.4 | -1
c1ccc(-n2cnnc2SCc2cn3ccsc3n2)cc1 | 3.2 | 7 | -18 | -1.9 | 6 | 2 | 1.2 | nt | -1
COC(=O)c1ccc(CNC(=O)COC(=O)/C=C/c2ccc(OC)c(OC)c2)cc1 | i | 5 | 2 | 2.1 | nt | -9 | nt | 1.2 | nt
COCCCn1cc(C(=O)c2cc(OC)ccc2OCC(=O)Nc2cc(C)on2)cc(C#N)c1=O | -0.9 | 18 | nt | -0.2 | 0 | 2 | 0.7 | nt | -4
N#C/C(=N\Nc1cccc(C(F)(F)F)c1)C(=O)c1csc(-c2cccnc2)n1 | -0.8 | 6 | nt | 1.1 | 0 | 5 | -1.4 | -1.9 | -8
CCC(C)C1N=C(c2ccccc2)c2cc(Cl)ccc2N(CC(=O)NCc2ccco2)C1=O (stereo unspecified) | -0.3 | -8 | 0 | -2.2 | 3 | -3 | -0.2 | 0.6 | -3
Cc1nn(Cc2ccccc2)c(C)c1C(=O)OCC(=O)c1cc(C)n(CC(F)(F)F)c1C | 0.6 | -12 | 4 | -0.6 | 7 | 14 | -1.0 | nt | -11
Cc1cc(C)nc(SCC(CSc2nc(C)cc(C)n2)C(=O)O)n1 | i | 0 | 2&-20 | -1.0 | 2 | 1 | -0.1 | 0.8 | -5
CCOC(=O)C(=O)N/N=C/c1cccc(Br)c1 | i | -1 | i | -0.8 | -1 | 16 | ? | 2.2 | 21
Cn1c(SC/C=C/c2ccccc2)nnc1-c1cccs1 | -0.2 | 15 | -4 | 1.2 | -10 | 2 | 1.8 | nt | 8
O=C(OCC(=O)N1CCN(C(=O)c2ccco2)CC1)c1ccccc1O | 3.9 | 4 | -12 | -1.4 | 9 | 7 | 0.3 | nt | 2
O=C(CC[C@H]1O[C@@H](n2ccc(=O)[nH]c2=O)[C@H](O)[C@@H]1O)NCCCc1ccccc1 | nt | nt | nt | nt | nt | 7 | -0.2 | 0.1 | -5
O=c1cc(O)c(-c2ccccc2Cl)c(Cl)[nH]1 | -2.2 | 0 | -15 | -0.5 | -1 | -6 | 0.6 | nt | 3
CCOCCCNC(=O)C(NC(=O)Cc1c[nH]c2ccccc12)c1ccc(OC)cc1 (stereo unspecified) | i | -2 | 4 | 1.3 | 1 | -9 | 0.5 | 0.0 | -3
CC(C)C(NC(=O)C1CCC(C(C)(C)C)CC1)C(=O)NCc1cccnc1 (stereo unspecified) | -1.4 | 7 | -30 | -0.7 | -5 | -1 | 0.2 | nt | 2
CC(C)(C)c1ccc(C(=O)c2c[nH]c(C(=O)O)c2)cc1 | -0.2 | 4 | -8 | -1.4 | 2 | -1 | -3.0 | 0.9 | -4
Cc1[nH]c2ccccc2c1SCCN | -0.1 | -14 | 22 | -0.7 | -4 | 6 | 0.3 | 3.3 | 8
CCOc1ccc2nc(Nc3nc(CSc4nnnn4-c4ccccc4)cc(=O)[nH]3)nc(C)c2c1 | 3.8 | -4 | -14 | -0.6 | -1 | -2 | ? | nt | 3
CC(=O)c1cccc(NC(=O)N2CCCC2C(=O)NCc2ccccc2)c1 (stereo unspecified) | i | -10 | -5 | -1.4 | 5 | 2 | 0.6 | nt | 0
O=C(NCC1(c2ccccc2)CCCC1)c1ccc(Br)o1 | -0.3 | 1 | -7 | 0.2 | -1 | 3 | -0.1 | nt | -1
CCn1nc(NC(=O)c2ccco2)c2cc3cc(C)ccc3nc21 | 9.8 | 10 | -18 | 1.8 | 4 | -4 | 1.1 | 4.4 | -2
O=C(NCCC1=CCCCC1)C1CCN(c2nnc(-n3cccc3)s2)CC1 | -0.1 | 25 | -3 | -0.6 | 1 | 7 | -0.4 | 0.3 | -7
NC(=O)CCn1nc(-c2ccc(Cl)cc2)c2ccccc2c1=O | i | 3 | -12 | -1.8 | 5 | 3 | 1.0 | nt | 3
CCC1=NN2C(=N)/C(=C\c3cccn3-c3c(C)cccc3C)C(=O)N=C2S1 | -0.3 | 8 | -25 | ? | 5 | 0 | 0.7 | 0.7 | 3
O=c1[nH]c2cc3ccccc3cc2nc1-c1nnnn1C1CCCC1 | nt | nt | nt | nt | nt | -6 | 3.0 | -1.2 | 5
O=C(CC1Nc2ccccc2NC1=O)NC1CCCCC1 (stereo unspecified) | i | 3 | -9 | -0.6 | 0 | 1 | -1.9 | 1.9 | -3
CN(C)/C=C1/Sc2ccccc2C1=O | i | 4 | -16 | -1.0 | -2 | 6 | 0.2 | nt | 2
Cc1cc(C)c(NC(=O)CS(=O)CC(=O)N2CCN(c3ccc(F)cc3)CC2)c(C)c1 (stereo unspecified) | 1.1 | 6 | -3 | -1.0 | -2 | -4 | -0.8 | nt | 1
O=C(O)C1C2CCC(O2)C1C(=O)NCc1ccc(Cl)cc1 (stereo unspecified) | i | 2 | -7 | -0.6 | 2 | 3 | 0.2 | nt | -1
COc1ccc(-c2noc(CCC(=O)Nc3cccc(C(=O)NC4CC4)c3)n2)cc1OC | -0.6 | 4 | nt | nt | nt | -8 | -0.3 | 0.9 | 3
CCCN(CCC)S(=O)(=O)c1ccc(C(=O)NNC(=O)c2cc(OC)c(OC)c(OC)c2)cc1 | 0.0 | 4 | 0 | -1.1 | -5 | -4 | nt | -0.1 | nt
COc1ccc(/C=N/Nc2ccc(C(=O)O)cc2)cc1OC | -0.2 | 11 | i | 0.2 | -1 | 3 | -1.2 | 1.0 | -3
CC(=O)OCC1(C)CN(c2ccccc2)NC1=O (stereo unspecified) | i | -2 | -2 | 0.3 | 3 | 0 | 0.1 | 3.8 | 0
O=C(Nc1ccccc1F)c1ccc2nc(N3C(=O)CCC3=O)sc2c1 | -0.4 | 0 | -7 | 0.1 | 3 | 11 | ? | nt | -10
COc1ccc(N(C(=O)Nc2ccc(Cl)cc2)C2=NCCC2)cc1 | i | 5 | -22 | 5.2 | 2 | -3 | 0.3 | 2.1 | -2
CCOC(=O)C1=C(C)Nc2ccccc2N=C1NC(=O)c1cc(C)on1 | i | 1 | 3 | -0.2 | nt | 1 | 0.3 | 0.7 | -11
COc1ccc(N(C)S(=O)(=O)c2cccc(C(=O)N3CCN(c4cccc(C)c4C)CC3)c2)cc1 | i | 4 | -5 | 0.5 | nt | -9 | -0.9 | -0.9 | 1
Cc1ccccc1N(CC(=O)NCC1CCCO1)C(=O)CNS(=O)(=O)c1ccc(F)cc1 (stereo unspecified) | -2.2 | 15 | 0 | -0.2 | -1 | 0 | -2.4 | -1.6 | -5
OCc1nnc2c3ccccc3c(-c3ccccc3)nn12 | -12 | 9 | -1 | -0.7 | 1 | -5 | 0.0 | 1.6 | -6
Cc1ccc(C(=O)Nc2cc(C(F)(F)F)ccc2N2CCCCC2)cc1[N+](=O)[O-] | i | -7 | 1 | -0.3 | -4 | 4 | -0.4 | nt | -2
O=C(CN1CCSC1=O)N1CCN(S(=O)(=O)c2ccccc2)CC1 | -2.1 | 1 | 6 | -1.5 | nt | 1 | -0.7 | 0.9 | -5
CCOC(=O)[C@@H]1[C@H]2COc3cc(OC)ccc3[C@@H]2N2C(=O)N(c3ccc(Cl)cc3)C(=O)[C@]12C | i | 11 | -20 | 2.6 | nt | 4 | 0.7 | 1.0 | -4
CCCCOc1ccc(S(=O)(=O)NCc2csc(C)n2)cc1 | -3.3 | -1 | -6 | -1.0 | 0 | 5 | -1.7 | nt | -4
O=C(NN1C(=O)C2C(c3ccccc3)C=CC(c3ccccc3)C2C1=O)c1cccc(Br)c1 (stereo unspecified) | 1.1 | -4 | -4 | -1.1 | 8 | -1 | -0.2 | 0.1 | 2
Cc1cc(C(=O)NC(CC(C)C)C(=O)O)cc(C)c1[N+](=O)[O-] (stereo unspecified) | -0.1 | -3 | 5 | 0.9 | -3 | 10 | 0.5 | 1.1 | -1
COc1cc([N+](=O)[O-])ccc1NC(=O)C[n+]1ccccc1 | i | -3 | -2 | -1.2 | 4 | -13 | -0.2 | nt | 1
CC(=O)Nc1ccc(N2CCCC(C)C2)c([N+](=O)[O-])c1 (stereo unspecified) | -1.0 | -10 | 9 | 0.2 | 0 | -13 | -1.5 | 2.0 | 1
COc1ccc(N2CCN(C(=O)c3ccc(S(=O)(=O)NCc4ccco4)cc3)CC2)cc1 | i | 14 | 5 | 1.1 | nt | 6 | -2.6 | 0.4 | -1
COc1ccc(CNC(=O)c2ccc(-c3c(C)noc3C)c3ccoc23)cc1OC | -0.4 | 5 | nt | nt | nt | 4 | 0.2 | 1.1 | 3
O=C(CCCn1c(=S)[nH]c2ccccc2c1=O)NC1CCCC1 | -3.5 | -1 | -2 | 0.5 | 4 | -1 | -2.1 | nt | 0
COCCNC(=O)C1(C)CCCN(Cc2cc(C(F)(F)F)ccc2Cl)C1 (stereo unspecified) | -0.7 | 15 | nt | nt | nt | 1 | -0.2 | -0.5 | -1
COc1ccc(C2=CC(=O)CC(C)(C)C2)cc1 | 0.3 | 4 | -9 | -0.4 | nt | -7 | 0.1 | 1.0 | 2
S=C(Nc1ccccc1)N1CCn2c(nc3ccccc32)C1 | -1.6 | -3 | -25 | -0.9 | -4 | 4 | -0.1 | 1.7 | 2
CN1OC[C@@H]2CN[C@H](c3ccc(-c4ccc(C#N)cc4)cc3)C[C@@H]21 | -0.4 | 5 | nt | nt | nt | 0 | -0.4 | 0.0 | 1
COc1cc(-n2c(-c3ccccc3)n[nH]c2=S)c(OC)cc1Cl | -3.3 | -2 | 15 | 0.3 | 12 | 13 | -0.5 | -3.0 | -1
COc1cccc(-n2nnnc2SCC(=O)NCCc2ccc(OC)c(OC)c2)c1 | -0.6 | 8 | -16 | -0.7 | -4 | -3 | -0.7 | 1.4 | 3
CC(C)(C)NC(=O)CSc1nnc(C2CC2)n1Cc1ccccc1 | 1.2 | -2 | -2 | 0.3 | -4 | -6 | 0.4 | -1.7 | -5
COCC1CCCN(Cc2cn[nH]c2-c2cc3ccccc3o2)C1 (stereo unspecified) | 4.2 | 18 | -6 | 14 | -1 | 4 | -0.6 | 1.0 | 0
C/C(=N\NC(=O)C1CCCC1)c1ccc(Cl)cc1Cl | i | -7 | nt | 0.8 | 0 | -10 | 1.2 | 1.9 | 4
CCOc1ccc2[nH]c(=S)sc2c1 | nt | nt | nt | nt | nt | -9 | 0.3 | 1.2 | 0

In the list so far, these have a tert-butyl group.
SMILES | BH1578 lux ind | Yp Topo-I inh | PriA SSB inh | PfHsp40 rescue | 3CLpro inhibitor | PrPC TRFRET | BoNT-A LC inh2 | TcdB inh | Anthrax LF prot
CC(C)C(NC(=O)C1CCC(C(C)(C)C)CC1)C(=O)NCc1cccnc1 (stereo unspecified) | -1.4 | 7 | -30 | -0.7 | -5 | -1 | 0.2 | nt | 2
CC(C)(C)c1ccc(C(=O)c2c[nH]c(C(=O)O)c2)cc1 | -0.2 | 4 | -8 | -1.4 | 2 | -1 | -3.0 | 0.9 | -4
CC(C)(C)NC(=O)CSc1nnc(C2CC2)n1Cc1ccccc1 | 1.2 | -2 | -2 | 0.3 | -4 | -6 | 0.4 | -1.7 | -5

Compound activity: PubChem BioAssay, several laboratories
